Compound activity from PubChem.
PMI act = activators of human PMI, primary screen, biochemical, fluorescence intensity, near-Km mannose 6-phosphate. Mannose-6-phosphate isomerase (Homo sapiens), P34949. purified human PMI, coupled resazurin fluorescence, 20 min; stronger effect = higher value; 1 = vehicle control, 0 substrate-free wells. activation factor at 20 µM. actives 0.005% (n = 190,000);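 active = activation factor of 2 or more at 20 µM, relative to plate controls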
Target sequence (P34949 whole entry, looked up): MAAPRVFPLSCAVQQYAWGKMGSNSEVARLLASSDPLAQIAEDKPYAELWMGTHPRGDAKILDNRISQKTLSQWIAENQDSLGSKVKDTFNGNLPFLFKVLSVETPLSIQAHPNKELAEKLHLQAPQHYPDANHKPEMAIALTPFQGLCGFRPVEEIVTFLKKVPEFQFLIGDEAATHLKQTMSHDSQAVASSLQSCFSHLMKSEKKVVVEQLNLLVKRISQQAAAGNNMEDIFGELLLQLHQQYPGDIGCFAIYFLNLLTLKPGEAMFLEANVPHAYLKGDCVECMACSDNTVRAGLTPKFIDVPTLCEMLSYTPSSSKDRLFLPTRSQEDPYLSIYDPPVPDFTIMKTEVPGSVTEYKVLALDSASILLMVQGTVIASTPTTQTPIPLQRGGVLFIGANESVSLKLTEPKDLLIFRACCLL
HMGR II inh = inhibitors of E. faecalis class II HMGR, primary screen, biochemical, Enterococcus faecalis; AID 1066, 2008; HMG-CoA reductase (Enterococcus faecalis, mvaE); inhibition, % at 10 µM; actives 0.41% (n = 190,000); purified E. faecalis HMGR, NADPH absorbance 340 nm kinetic;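 active = inhibition above a set limit, the median over all tested compounds plus 3 SD, cut at about 9.5% in these data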;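 note: enzyme runs in reverse so mevalonate oxidation gives rising NADPH absorbance; 0% = complete reaction with DMSO and 100% = background rate lacking mevalonate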
L major viab = Leishmania major promastigote growth inhibition, primary screen; inhibition, % at 10 µM; Leishmania major promastigotes, resazurin fluorescence viability; actives 9% (n = 200,000); in the data active = inhibition above about 50%;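 note: promastigotes grown with compound for 44 hours at 28 °C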
PMI act hi M6P = human PMI activators, high substrate, primary screen, biochemical, fluorescence intensity, near-saturating mannose 6-phosphate. Mannose-6-phosphate isomerase (Homo sapiens), P34949. coupled PMI enzyme assay, resazurin fluorescence, 20 min; stronger effect = higher value; 1 = untreated enzyme, 0 = substrate-free blank. activation factor at 20 µM. actives 0.34% (n = 190,000);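 active = activation factor of 2 or more at 20 µM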
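assay system = human phosphomannose isomerase with PGI, G6PDH, diaphorase coupling enzymes | quantity = 15 ng/mL PMI | incubation = enzyme reaction with compound 20 min at room temperature | medium = HEPES pH 7.4 buffer with MgCl2 and Tween-20 | compound dosing = one concentration, 20 µM, in 1% DMSO | measured by = Diaphorase-driven resazurin-to-resorufin fluorescence, excitation 544, emission 590 nm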
DTT redox prof = compounds producing H2O2 with reducing agent – biochemical, NIH compound library profiling, artefact control for MLSCN library redox annotation, primary screen | DTT-dependent redox cycling H2O2, phenol red/HRP absorbance; 100% = 100 µM peroxide control, 0% = buffer | activation, % at 10 µM | actives 0.03% (n = 200,000) | AID 878, 2007;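 active = activation of at least 50% relative to the plate's high and low controls in the primary single-dose screen; inactive = activation below 50%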;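 note: compound incubated with DTT at 0.8 mM final as the reducing agent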
Hsp70 activator = Hsp70 transcriptional activators, primary screen, cell-based, HeLa, Hsp70 promoter luciferase, luminescence, 10 µM | HeLa Hsp70 promoter luciferase reporter; scaled: vehicle 0, proteasome-inhibitor control 100% | activation, % at 10 µM | actives 0.04% (n = 200,000) | AID 1203, 2008;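 active = activation above the mean across all tested compounds plus 3 SD, cutoff set per campaign, cut at about 5.5% in these data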;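 note: 100% = MG132 at 30 µM as the positive control and 0% = DMSO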
S1P3 antagonist = S1P3 receptor antagonists, primary screen, cell-based | inhibition, % at 4.98 µM | CHO S1P3 NFAT-BLA reporter, FRET fluorescence, antagonist mode | actives 0.27% (n = 170,000);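 active = inhibition above the plate cutoff, the mean inhibition of test wells on that plate plus 3 SD, cut at about 28% in these data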;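 note: cells challenged with S1P at its EC80 of 0.8 µM; blue over green emission ratio from cleaved BLA substrate after 4 h stimulation; 0% = S1P-stimulated wells and 100% = unstimulated DMSO-only wells; some compounds past the cut are filed as inactive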
Target sequence (Q99500 whole entry, looked up): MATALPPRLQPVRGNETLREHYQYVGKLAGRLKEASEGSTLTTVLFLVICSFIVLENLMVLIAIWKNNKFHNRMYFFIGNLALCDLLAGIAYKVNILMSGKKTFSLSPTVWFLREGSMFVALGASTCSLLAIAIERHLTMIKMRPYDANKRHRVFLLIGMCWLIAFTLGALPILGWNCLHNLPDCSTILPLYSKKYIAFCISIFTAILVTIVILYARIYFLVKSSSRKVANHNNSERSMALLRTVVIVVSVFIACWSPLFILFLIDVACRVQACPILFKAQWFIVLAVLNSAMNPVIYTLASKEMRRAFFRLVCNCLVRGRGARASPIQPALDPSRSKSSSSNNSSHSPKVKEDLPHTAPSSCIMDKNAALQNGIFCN
RAM network inh = inhibitors of the yeast RAM network, primary screen, dse1pr::URA3 reporter, 5-FOA selection; S. cerevisiae dse1pr::URA3 reporter, 5-FOA growth OD615, 2 d; analog-sensitive cbk1-as2 kinase mutant strain; actives 1.8% (n = 190,000); inhibition, % at 50 µM;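 active = inhibition above a set limit, 3 SD over mean compound inhibition, cut at about 8.4% in these data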;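 note: 0% = DMSO-only wells with no growth and 100% = 10 µM 1-NA-PP1 full growth; inhibition rescues growth on 5-FOA so higher OD means more RAM inhibition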
TNAP inh noacc = human TNAP enzyme inhibitors, primary screen, biochemical, luminescent, no phosphate acceptor, uHTS; actives 0.26% (n = 200,000); Alkaline phosphatase, tissue-nonspecific isozyme (Homo sapiens), P05186; inhibition, % at 20 µM; purified TNAP, CDP-star luminescence, 30 min;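 active = tissue-nonspecific alkaline phosphatase inhibition above about 50% at 20 µM in the single-dose screen, limit read from the data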;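 note: 0% = DMSO negative control and 100% = EDTA positive control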
TNAP inh hi DEA = human TNAP enzyme inhibitors, primary screen, biochemical, luminescent, high phosphate acceptor level, uHTS; Alkaline phosphatase, tissue-nonspecific isozyme (Homo sapiens), P05186; purified TNAP, CDP-star luminescence, 1 M DEA; inhibition, % at 20 µM; actives 0.03% (n = 200,000);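 active = over 50% inhibition of tissue-nonspecific alkaline phosphatase at 20 µM in the single-dose screen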;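 note: plate controls were DMSO wells for no effect and EDTA-quenched wells as full inhibition for full effect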
An asterisk follows results filed as active; . = no result given. Outcome played no part in choosing rows. Share with any hit: about 12%.

# | compound | PMI act | HMGR II inh | L major viab | PMI act hi M6P | DTT redox prof | Hsp70 activator | S1P3 antagonist | RAM network inh | TNAP inh noacc | TNAP inh hi DEA
1 | COc1cc(C(=O)OCC(=O)c2cc(C)n(C)c2C)cc(NC(=O)c2ccco2)c1OC | 0.9 | -4 | -5 | 1 | -1.0 | 0.5 | 9 | 5.0 | -18 | -3
2 | CCOCCn1c(CN2CCOCC2)nc2c1c(=O)[nH]c(=O)n2C | 1 | 0 | -8 | 1.1 | -1.1 | -0.4 | 8 | 0.8 | -12 | -2
3 | CC(C)(C)C1=C(C#N)C(c2ccncc2)C(C#N)=C(N)O1 (stereo unspecified) | 0.9 | 1 | 6 | 0.8 | 0.0 | -0.4 | -1 | 0.0 | -9 | -5
4 | COc1ccc(OC)c(CN2CCC(C(=O)N3CCN(c4ccccc4F)CC3)CC2)c1 | 1 | 2 | -13 | 1.1 | -0.3 | -0.1 | 6 | 0.3 | -11 | -10
5 | CCN(CCn1cccn1)C(=O)CCc1nnc(-c2ccc3c(c2)OCO3)o1 | 1 | 3 | 8 | 0.9 | 1.3 | 0.1 | 7 | 0.9 | -5 | -5
6 | COc1ccccc1-n1c(CNc2ccc(F)cc2)nnc1SCC(=O)Nc1cc(C)on1 | 0.9 | 0 | 0 | 0.8 | 1.0 | 0.0 | . | 2.4 | -5 | -2
7 | O=C1C(=C2SCCCS2)CC/C1=C\c1ccc(F)cc1 | 1 | -7 | -4 | 1 | 9.3 | -0.2 | . | 8.1 | 2 | 0
8 | CCCC(=O)OC(C(=O)Nc1cc(C(F)(F)F)ccc1Cl)c1ccccc1 (stereo unspecified) | 0.9 | -3 | 90* | 0.9 | . | -0.2 | 2 | 7.1 | -7 | -5
9 | Cc1cccc(N2CCN(CCNC(=O)c3cc4c(s3)CS(=O)(=O)C4)CC2)c1C | 1 | -4 | 99* | 1 | 1.2 | -0.2 | . | 0.6 | 26 | -4
10 | CN(C)CCCCOc1ccc(F)cc1 | 1 | -3 | -1 | 1 | -1.2 | -0.2 | -5 | 1.7 | -12 | -6
11 | CC(=O)C1=C(C)NC(SCC(=O)c2ccc(-c3ccccc3)cc2)=C(C#N)C1c1cccnc1 (stereo unspecified) | 0.9 | 2 | 30 | 0.9 | 1.3 | 0.2 | . | 2.0 | 0 | 0
12 | Cn1c(=O)n(C)c2cc(C(=O)c3ccccc3)ccc21 | 1 | 1 | -5 | 1 | -0.7 | 0.1 | . | 2.5 | -10 | -5
13 | Cc1cc(NC(=O)Cn2cc([N+](=O)[O-])cn2)n(Cc2ccc(F)cc2)n1 | 1.1 | -10 | 23 | 1.1 | -0.1 | 0.0 | -9 | 0.3 | -11 | -3
14 | CCC(C)NS(=O)(=O)c1ccc(NS(=O)(=O)c2ccccc2[N+](=O)[O-])cc1 (stereo unspecified) | 1.2 | -2 | -3 | 1.1 | -0.4 | -0.1 | -20 | -0.1 | 2 | -6
15 | O=S(=O)(Cc1ccccc1Cl)NCc1ccccc1 | 1.2 | -1 | -3 | 1.1 | -0.5 | -0.2 | -8 | -0.6 | -11 | -4
16 | COc1ccc(CCN2C(=O)CS/C2=N\NC(=O)c2cccs2)cc1OC | 0.9 | 2 | 2 | 0.8 | -0.5 | -0.1 | 8 | 0.7 | -6 | 0
17 | Cc1nc(SCc2ccc(F)cc2)c([N+](=O)[O-])[nH]1 | 1 | -1 | -8 | 1 | 0.1 | 0.1 | 16 | 0.5 | 8 | 9
18 | Cc1cccc(N2CCN(S(=O)(=O)c3ccc4c(c3)CCN4C(=O)CCC(=O)O)CC2)c1C | 0.9 | -3 | -10 | 0.9 | 0.3 | -0.3 | 1 | 5.9 | -12 | 1
19 | COCC(C)Nc1nc(C)c(C(C)=O)s1 (stereo unspecified) | 1.4 | -4 | -4 | 1.1 | -0.9 | -0.3 | -7 | 0.7 | -10 | -6
20 | CC12CN3CCN(CC(C3)/C1=N\N=C1/C3CN4CCN(C3)CC1(C)C4)C2 | 0.9 | -3 | 40 | 0.9 | 0.7 | 0.0 | 2 | 0.0 | -4 | 0
21 | Cc1ccccc1-n1cnnc1SCC(=O)Nc1cccnc1Cl | 1.1 | 3 | -4 | 1.1 | -0.8 | -0.1 | -21 | 0.5 | -8 | -2
22 | Cc1ccc(C(=O)N/C(=C\c2cccs2)C(=O)N2CCCCCC2)cc1 | 1 | -2 | -7 | 1.1 | 0.8 | -0.3 | . | -0.1 | -13 | -3
23 | Cc1ccc(-c2nnn(CC(=O)N3c4ccccc4CCc4ccccc43)n2)cc1 | 0.9 | -2 | 23 | 0.9 | 0.1 | -0.5 | . | 1.6 | -4 | -1
24 | CCn1cc([N+](=O)[O-])c(C(=O)N2N=C(c3ccc(OC)cc3OC)CC2c2ccccc2O)n1 (stereo unspecified) | 1.1 | -3 | 60* | 1.1 | -0.4 | -0.3 | -1 | 4.0 | 15 | 3
25 | Cc1cc(NC(=O)Nc2cccc([N+](=O)[O-])c2)no1 | 0.9 | -8 | 5 | 0.9 | -0.2 | 0.0 | -15 | 0.4 | -5 | -1
26 | CCc1ccc(NC(=O)CNS(=O)(=O)c2c(C)noc2C)cc1 | 0.9 | 1 | 3 | 1 | 0.7 | -0.6 | -6 | -0.2 | -15 | -4
27 | O=C(CCn1c(=O)[nH]c2ccsc2c1=O)Nc1ccc(F)c(F)c1 | 1 | -2 | 9 | 1 | -3.5 | -0.1 | . | 1.6 | -8 | -6
28 | CC1=C(C(N)=O)C(c2cccc(O)c2)n2nc(CCCO)nc2N1 (stereo unspecified) | 1 | 1 | -4 | 0.9 | -1.4 | 0.0 | -10 | 3.2 | -12 | -5
29 | COc1ccc(N2CCN(CC(=O)Nc3ccccc3SC)CC2)cc1 | 0.9 | -1 | -2 | 0.9 | -1.4 | -0.1 | -16 | 0.9 | -11 | -4
30 | COc1cc(/C=N/NC(=O)CCn2cnc(-c3ccccc3)c2-c2ccccc2)ccc1O | 0.9 | -2 | 0 | 0.9 | -0.4 | -0.5 | 6 | 0.8 | 1 | 1

# | compound | PMI act | HMGR II inh | L major viab | PMI act hi M6P | DTT redox prof | Hsp70 activator | S1P3 antagonist | RAM network inh | TNAP inh noacc | TNAP inh hi DEA
31 | CCC1=C/C(=C/N(C)c2ccccc2)C(=O)S1 | 0.9 | -3 | -1 | 1 | 0.1 | 0.1 | -25 | -0.5 | -22 | -5
32 | Cc1ccc2[nH]c(-c3ccccc3)c(CN(C)C)c(=O)c2c1 | 1 | -2 | 2 | 1 | 0.6 | 0.1 | . | 0.3 | -6 | -3
33 | COc1ccc(N2CCN(C(=O)CCCn3c(=O)[nH]c4ccsc4c3=O)CC2)cc1 | 1 | 3 | -1 | 0.9 | -2.3 | -0.3 | . | 1.2 | -6 | 1
34 | CCS(=O)(=O)Nc1ccc(C2=NN(C(=O)c3ccco3)C(c3cccc(F)c3)C2)cc1 (stereo unspecified) | 0.9 | -4 | 35 | 0.9 | -0.2 | -0.2 | -9 | 7.8 | -3 | -7
35 | CCN(CC)S(=O)(=O)c1ccc2nc(NC(=O)c3cccs3)sc2c1 | 0.9 | -3 | 0 | 0.9 | 2.8 | -0.3 | -10 | 3.5 | -4 | 0
36 | Cc1cc(N2CCN(S(=O)(=O)c3ccc4ccccc4c3)CC2)n2ncnc2n1 | 0.9 | 3 | 9 | 0.9 | -1.1 | -0.3 | 1 | 1.5 | -4 | -2
37 | COc1cc(NS(=O)(=O)c2ccc(NC(=O)NC3CCCCC3)cc2)nc(OC)n1 | 0.9 | -7 | -13 | 0.9 | 0.6 | -0.2 | 5 | -1.0 | -12 | -6
38 | CN(CC(=O)N1CCN(c2ccccc2)CC1)S(=O)(=O)c1cnc[nH]1 | 1 | 3 | -4 | 1 | 2.0 | 0.0 | 1 | 1.3 | -7 | -4
39 | CCOC(=O)C1(CCc2ccccc2)CCN(C(=O)[C@@H]2C[C@@H](C)NC(=S)N2)CC1 | 0.9 | -5 | -3 | 0.9 | -0.4 | -0.3 | -2 | 0.9 | 7 | 2
40 | CC1CC(C)CN(C(=O)Cn2c(=O)n(CCCCC(=O)NCc3ccco3)c(=O)c3ccccc32)C1 (stereo unspecified) | 0.9 | 2 | -4 | 0.9 | -1.4 | -0.4 | -34 | 11* | -3 | 1
41 | O=C(CCCC(=O)N(CC(=O)NC1CCCC1)Cc1ccc2c(c1)OCO2)Nc1ccccn1 | 1 | 4 | -3 | 1 | -0.4 | -0.3 | -15 | 1.5 | 9 | -3
42 | CCCN(CCC)S(=O)(=O)c1ccc(C(=O)Nc2nc3c(s2)CCc2ccccc2-3)cc1 | 1 | 5 | 5 | 1 | 0.7 | -0.3 | 6 | 4.1 | -10 | 1
43 | COc1ccccc1C(=O)NN1C(=O)C2C3C=CC(O3)C2C1=O (stereo unspecified) | 1 | 3 | -6 | 1 | -7.1 | 0.1 | . | 2.5 | -21 | -7
44 | O=C(Nc1nc2c(ccc3ccccc32)s1)c1ccco1 | 0.9 | 2 | 8 | 0.8 | -1.4 | 0.3 | 16 | 1.7 | -8 | 0
45 | CCN(CC)c1ccc(C(=S)NCc2ccccc2)cc1 | 0.7 | -7 | -2 | 0.8 | 0.5 | -0.1 | 2 | 1.8 | -13 | 3
46 | Nc1c(C(=O)c2cccs2)oc2ccccc12 | 1 | 3 | 1 | 1.1 | -0.9 | 0.5 | -10 | -0.2 | -5 | -3
47 | N=C(N)SCc1ccccn1 | 1.3 | -6 | -7 | 1.5 | 3.0 | -0.1 | -15 | 0.8 | 51* | -2
48 | O=C(Nc1ccc2c(c1)OCO2)C1CCN(C(=O)c2ccc(Cl)cc2)CC1 | 0.9 | -7 | -5 | 0.9 | -0.3 | -0.1 | 15 | 5.9 | -7 | -5
49 | CCN(CC(=O)Nc1ccc(C)c(F)c1)CC(=O)NC(C)(C)C | 1.1 | -1 | 3 | 1 | -0.2 | -0.2 | -23 | 0.4 | -12 | -5
50 | Cc1c(C#N)c(N=CN(C)C)c(C(=O)c2ccc(Br)cc2)n1-c1ccccc1 | 1.1 | 0 | 100* | 1.1 | 0.3 | -0.3 | . | 0.7 | 23 | -5
51 | Cn1c(=O)c(=O)n(C)c2cc(S(=O)(=O)NCCOc3ccccc3Cl)ccc21 | 1.1 | 1 | -3 | 1.1 | 0.2 | -0.5 | -2 | 2.0 | -6 | -2
52 | O=C(O)CSCc1cn2cc(Cl)ccc2n1 | 1.1 | -1 | -5 | 1.1 | -0.1 | -0.3 | . | 2.1 | -11 | -2
